Assay outcomes: PubChem, several laboratories
LYP phosphatase – inhibitors of LYP phosphatase, biochemical, fluorescence intensity, uHTS (AID 1779) | inhibition, % at 11.5 µM, or IC50 in µM where a hit was titrated | recombinant LYP phosphatase, fluorescence intensity; higher % means a stronger effect | 290,000 tested, 0.054% active; in the data active = inhibition above about 50%;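 also: plate controls were vehicle with enzyme for no effect and no enzyme for full effect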
Dengue-2 NS5 capping – Dengue-2 NS5 methyltransferase inhibitors, primary screen, biochemical, confirmation dose response (AID 588689) | Genome polyprotein (Dengue virus type 2 (strain 16681-PDK53)) | 340,000 tested, 0.3% active | inhibition, % at 25 µM, or IC50 in µM where a hit was titrated | Dengue-2 NS5 methyltransferase capping enzyme assay, biochemical; higher % means a stronger effect; in the data active = a potency from the dose series; inconclusive = inhibition above about 29% without an active follow-up result
RSV antiviral HEp-2 – RSV antiviral activity via CPE protection, HEp-2 cells, primary 10 µM value included (AID 2391); HEp-2 cells, RSV-induced CPE inhibition; higher % means a stronger effect; CPE inhibition, % at 10 µM; hits with a dose series show IC50 in µM; 310,000 tested, 0.13% active; in the data active = a potency from the dose series; inconclusive = CPE inhibition mostly from about 23% at the one dose, without a potency; inactive = the rest, 99 in 100 with CPE inhibition below about 21%; also: strong numbers were not always called active
AID2073 – inhibitors of Mint1-CaV2.2 protein interaction, biochemical, HTRF (AID 2073); Voltage-dependent N-type calcium channel subunit alpha-1B (Homo sapiens); HTRF protein-protein interaction, Mint1-CaV2.2; higher % means a stronger effect; inhibition, % at 20 µM, or IC50 in µM where a hit was titrated; 290,000 tested, 0.19% active; in the data active = inhibition mostly above about 51%, no sharp cut-off; inconclusive = no clear call, values can overlap the other calls; inactive = mostly below about 53%; also: some results filed as inactive read as strong as hits
Siah-1 displacement – Siah-1 peptide-binding antagonists, primary screen, biochemical, fluorescence polarization, rhodamine-plectin, uHTS (AID 1817); displacement, % at 20 µM; hits with a dose series show IC50 in µM; Siah-1 / rhodamine-plectin peptide fluorescence polarization; higher % means a stronger effect; 290,000 tested, 0.02% active; E3 ubiquitin-protein ligase SIAH1 (Homo sapiens);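 active = displacement of at least 50% at 20 µM, with a fluorescence ratio check between 0.3 and a set limit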;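 also: plate controls were Siah plus tracer with DMSO for no effect and tracer alone without Siah for full effect; strong numbers were not always called active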
SV40 large T antigen – SV40 large T antigen inhibitors, biochemical (AID 1903). inhibition, % at 20 µM; hits with a dose series show IC50 in µM. SV40 large T antigen ATPase/helicase inhibition assay; higher % means a stronger effect. 310,000 tested, 0.39% active; in the data active = a potency from the dose series; inconclusive = inhibition mostly from about 32% at the one dose, without a potency; inactive = the rest, 99 in 100 with inhibition below about 32%; also: strong numbers were not always called active
HIV peptide binding – inhibitors of HIV fusion peptide binding, primary screen, biochemical, uHTS, fluorescence dequenching (AID 1986) | 290,000 tested, 0.3% active | inhibition, % at 20 µM, or IC50 in µM where a hit was titrated | cell-free peptide binding, fluorescence dequenching, 30 min; higher % means a stronger effect; in the data active = inhibition mostly above about 52%, no sharp cut-off; inactive = mostly below about 76%; also: some results filed as inactive read as strong as hits
MgcRacGAP inhibition – MgcRacGAP GTPase-activating activity inhibitors, confirmation, biochemical, ADP Hunter fluorescence; Rac GTPase-activating protein 1 (Homo sapiens); inhibition, % at 30 µM; hits with a dose series show IC50 in µM; MgcRacGAP-stimulated Rac1 GTP hydrolysis, ADP Hunter fluorescence; higher % means a stronger effect; GST-tagged Rac1 F28L mutant substrate; 340,000 tested, 0.6% active;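 active = first-screen hits whose inhibition reached a set limit at any dose in the follow-up dose series; inconclusive = inhibition above the set first-screen limit but never retested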;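 also: fluorescence reports GDP produced by GAP-driven GTP hydrolysis; strong numbers were not always called active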
XIAP displacement – XIAP antagonists, biochemical, IAP family, fluorescence polarization (AID 1018); XIAP BIR domain, fluorescence polarization peptide displacement; higher % means a stronger effect; displacement, % at 20 µM, or IC50 in µM where a hit was titrated; 200,000 tested, 0.007% active; in the data active = displacement above about 50%; also: a part of the inactive calls stands beside numbers as strong as those of hits
Dengue-2 NS5 capping pilot replicate – recorded beside Dengue-2 NS5 capping, whose call it bears; inhibition, %; measured here: pilot screen replicate inhibition
Numbers without * were called inactive; ? = inconclusive; · = no result given.

SMILES	LYP phosphatase	Dengue-2 NS5 capping	RSV antiviral HEp-2	AID2073	Siah-1 displacement	SV40 large T antigen	HIV peptide binding	MgcRacGAP inhibition	XIAP displacement	others
Cc1cc([N+](=O)[O-])nn1CCCC(=O)Nc1cc(Oc2ccccc2)cc([N+](=O)[O-])c1	-4%	-3%	13%	1%	5%	6%	-1.8%	5%	-15%
COc1ccc(C2c3c(ncn(CCCO)c3=N)Oc3ccc4ccccc4c32)cc1OC (stereo not drawn)	-7%	·	?	7%	-4%	9%	-0.4%	·	·
O=C(NCCc1ccccc1)C1CCN(S(=O)(=O)c2ccccc2)CC1	-3%	-6%	1.3%	3%	6%	-1%	-2.6%	0%	-1.9%
COCC1CCCCN1Cc1cn[nH]c1-c1ccc(OC)cc1OC (stereo not drawn)	-6%	-4%	-0.5%	?	18%	·	1.8%	-6%	0.5%
COc1cccc(NC(=O)c2cc3c(=O)n4ccccc4nc3n(CC(C)C)c2=N)c1	-5%	-5%	-0.8%	-5%	2%	7%	-0.2%	0%	-2.8%
Cc1ccc(/C=N/NC(=O)c2c(-c3ccccc3)noc2C)o1	3%	-3%	0.6%	-4%	2%	-2%	-0.8%	5%	-1.4%
O=C(COc1ccc2c(c1)OCO2)Nc1cccc(F)c1	-5%	1%	1.0%	5%	-3%	10%	0.5%	4%	·
O=C(OCCNC(=O)c1cc2ccccc2oc1=O)c1cccnc1	-6%	-2%	2.3%	-1%	1%	20%	0.6%	3%	-0.7%
CCCC(C)NC(=O)c1ccccc1SC (stereo not drawn)	-14%	3%	-1.1%	1%	-3%	9%	-0.4%	2%	-8.4%
COc1ccccc1-n1c(C)nc2cc(C(=O)O)ccc21	-4%	0%	1.6%	-8%	7%	5%	-1.4%	4%	-24%
O=C(CSc1nnc(COc2ccc(Br)cc2)o1)N1CCOCC1	-4%	-2%	0.2%	4%	0%	·	0.8%	8%	2.6%
O=C(CSc1c[nH]c2ccccc12)N1CCCc2ccccc21	-1%	-3%	9.9%	-5%	14%	4%	-1.5%	6%	-0.4%
COc1cc(/C=C(/C#N)c2nc(-c3cc4ccccc4oc3=O)cs2)cc([N+](=O)[O-])c1O	36%	·	·	81%*	-18%	11%	67%*	·	·
O=C(CSc1nncc2ccccc12)Nc1ccc(F)cc1	12%	-2%	-0.8%	0%	6%	5%	1.8%	5%	·
Cc1ccc(S(=O)(=O)Nc2ccc(C(=O)OCC(=O)N(CCC#N)c3ccccc3)cc2)cc1C	-2%	-1%	4.5%	5%	4%	7%	0.6%	1%	-2.3%
Cc1cc(C)c(NC(=O)C2CC(=O)N(c3ccc4c(c3)OCCO4)C2)c(C)c1 (stereo not drawn)	-7%	4%	0.4%	-1%	-4%	1%	-1.8%	6%	-4.9%
COc1ccc(N2CCN(c3nc(Nc4ccc(C)c(F)c4)nc(N4CCCC4)n3)CC2)cc1	5%	-6%	2.8%	12%	-6%	2%	1.0%	9%	-1.8%
Nc1cc(C(=O)N2CCCC2)cc(C(=O)N2CCCC2)c1	0%	-3%	2.3%	7%	3%	-2%	-1.4%	2%	-13%
CCN1CCN(CC(=O)c2cc(OC)c(OC)c(OC)c2)CC1	-9%	1%	1.9%	6%	0%	1%	1.0%	1%	-3.0%
Cn1cccc1CNCc1ccc(F)cc1	0%	-4%	0.1%	-6%	1%	-1%	0.5%	-18%	1.3%
CCc1ccc(NC(=O)C(C)Oc2nnc(-c3cccs3)c(-c3cccs3)n2)cc1 (stereo not drawn)	-2%	-4%	9.8%	14%	-1%	5%	2.1%	8%	-4.5%
Cc1ccc(-c2nc3ccccc3[nH]2)s1	-3%	5%	-0.9%	24%	-6%	8%	4.2%	0%	-3.6%
CC1CC(C)CN(CCCNC(=O)c2cc3c(=O)[nH]c4ccccc4c3n2C)C1 (stereo not drawn)	1%	-13%	-3.2%	14%	3%	5%	1.8%	12%	-1.4%
CCOc1ccc(Nc2cc(C)nc(N3CCOCC3)n2)cc1	-6%	0%	1.4%	-2%	1%	-1%	-1.3%	10%	-6.0%
C#CCOCCOCCOCCNc1nc(N2CCN(C(=O)[C@H](CCCCN)n3cc([C@@H](N)C(C)CC)nn3)CC2)nc(N2CCN(C(=O)[C@H](Cc3ccc(O)cc3)n3cc([C@@H](N)CC(C)C)nn3)CC2)n1 (stereo partly drawn)	-13%	-8%	-1.5%	-3%	2%	7%	-1.7%	15%	-7.5%
COc1cccc(/C=C/C(=O)N2CCN(c3ccccn3)CC2)c1	-4%	4%	0.8%	-1%	-1%	4%	-0.6%	4%	·
CC#CCN(Cc1ccco1)C(=O)c1ccc(OC2CCN(Cc3ccccn3)CC2)cc1	-13%	-3%	15%	7%	3%	-2%	-1.5%	1%	·
Cc1[nH]n(C(N)=S)c(=O)c1N=Nc1ccc(Br)cc1	-7%	-3%	?	-1%	5%	15%	0.8%	·	·
O=C(CCNc1n[nH]c(=O)[nH]c1=O)N1CCCCC1	-4%	1%	0.8%	-3%	1%	-2%	0.4%	6%	-5.7%	Dengue-2 NS5 capping pilot replicate=-4.3
Cc1noc(C)c1S(=O)(=O)Nc1ccc(C(=O)NCCc2ccccc2)cc1	-1%	-3%	2.8%	38%	0%	4%	13%	-2%	-3.2%
CN1CCN(S(=O)(=O)c2ccc(Sc3nnnn3-c3ccccc3)c([N+](=O)[O-])c2)CC1	2%	-4%	-1.6%	-7%	2%	4%	-2.4%	9%	-2.4%
O=C(NCc1ccccn1)c1nnc(Cc2ccc(Cl)cc2)o1	-5%	-4%	2.7%	-3%	9%	3%	3.7%	-1%	-1.7%
O=C(CN1CCN(S(=O)(=O)c2ccc(Cl)cc2)CC1)NC1CCCC1	-10%	12%	0.7%	47%	4%	4%	1.6%	4%	·
COc1cscc1C(=O)O	-7%	0%	-0.5%	4%	-1%	9%	-2.4%	10%	·
COCC1CCN(C(=O)c2ccc3oc(Cc4ccccc4)nc3c2)C1 (stereo not drawn)	-8%	-9%	1.5%	7%	-4%	12%	-2.5%	2%	·
O=C(NCCc1cn2ccccc2n1)c1cc(COc2c(F)cccc2F)on1	-4%	4%	0.2%	0%	0%	12%	-1.1%	-6%	1.4%

A draw from above in order of SMILES length, descending.
SMILES	LYP phosphatase	Dengue-2 NS5 capping	RSV antiviral HEp-2	AID2073	Siah-1 displacement	SV40 large T antigen	HIV peptide binding	MgcRacGAP inhibition	XIAP displacement	others
CC#CCN(Cc1ccco1)C(=O)c1ccc(OC2CCN(Cc3ccccn3)CC2)cc1	-13%	-3%	15%	7%	3%	-2%	-1.5%	1%	·
Cc1noc(C)c1S(=O)(=O)Nc1ccc(C(=O)NCCc2ccccc2)cc1	-1%	-3%	2.8%	38%	0%	4%	13%	-2%	-3.2%
O=C(NCc1ccccn1)c1nnc(Cc2ccc(Cl)cc2)o1	-5%	-4%	2.7%	-3%	9%	3%	3.7%	-1%	-1.7%

Remaining list, next part.
SMILES	LYP phosphatase	Dengue-2 NS5 capping	RSV antiviral HEp-2	AID2073	Siah-1 displacement	SV40 large T antigen	HIV peptide binding	MgcRacGAP inhibition	XIAP displacement	others
Cc1c(C(=O)NNC(=O)c2ccncc2)oc2ccc(Br)cc12	·	0%	-1.1%	·	·	11%	·	8%	·
Cc1ccc(C(=O)COC(=O)c2cn(-c3ccccc3)nc2-c2ccccc2)cc1[N+](=O)[O-]	4%	-3%	11%	2%	8%	6%	1.2%	7%	-3.2%
CC1CCN(Cc2nnnn2CCCC(=O)N(C)C(C)c2ccccn2)CC1 (stereo not drawn)	-7%	6%	0.5%	6%	-6%	7%	-0.5%	7%	·
O=c1c2cc(NC(=S)NC3CCCC3)ccc2nc2n1CCCCC2	-2%	1%	?	91%	2%	8%	9.5%	6%	-7.0%
CCC1=C(OC(=O)N(CC)CC)N2C(=O)OC(=NCC3CC3)[C@]2(C)[C@H]2C1=CC[C@H]1C(=O)NC(=O)[C@H]12	-1%	-1%	0.8%	16%	-1%	-3%	1.0%	8%	·
COc1ccc(CN(Cc2cccn2C)S(=O)(=O)c2ccccc2)cc1	-1%	4%	2.1%	3%	5%	10%	1.3%	-29%	·
Cn1c(=O)c(=O)n(C)c2cc(S(=O)(=O)N3CCOc4ccccc43)ccc21	-3%	3%	2.6%	8%	0%	7%	-0.9%	7%	·
Cc1cc(C)n(-c2cccc(CN3CCC(CO)(Cc4ccccc4)CC3)c2)n1	-5%	-8%	-3.1%	-4%	3%	11%	-1.8%	2%	-5.6%
COc1ccc(S(=O)(=O)N(C)CC(=O)Nc2ccc(C(F)(F)F)cc2)cc1Cl	-2%	-4%	0.9%	-6%	4%	12%	1.9%	4%	-12%
S=C(N/N=C/c1ccccc1Cl)Nc1ccccc1	0%	-8%	0.1%	-14%	-2%	11%	-1.6%	3%	-5.4%
CC(c1nccs1)N(C)C(=O)c1cn(Cc2cccc3ccccc23)nn1 (stereo not drawn)	-7%	-9%	8.6%	13%	0%	6%	-0.5%	7%	·
N#Cc1ccc(NC(=O)Nc2ccc(Cl)cc2)cc1	7%	-11%	17%	6%	-2%	-6%	0.9%	10%	-10%
CCN(CC)CCN1C(=O)C(=O)/C(=C(/O)c2cnn(-c3ccccc3)c2C)C1c1cccs1 (stereo not drawn)	2%	·	·	8%	0%	-4%	-0.6%	·	-3.8%
O=C1CSC(c2ccccn2)N1c1ccc(Cl)c(Cl)c1 (stereo not drawn)	-8%	-2%	-1.2%	5%	-3%	10%	-0.5%	-2%	1.6%
CN1CCC(=NNC(=O)C(=O)NC(C)(C)C)CC1	-7%	-3%	-0.3%	-4%	-2%	4%	40%	4%	-3.7%
C=CCn1c(SCC(=O)O)nc2sc(CC)cc2c1=O	-3%	6%	-1.3%	1%	-3%	23%	-1.0%	1%	-3.0%
COc1ccc2nc(NC(=O)CSc3nc(C)cc(=O)[nH]3)sc2c1	-8%	-8%	1.0%	-24%	-9%	4%	1.9%	3%	-3.7%
CCN(CC)S(=O)(=O)c1cccc(N=NC2=C(O)CCCC2=O)c1	-1%	2%	0.6%	13%	18%	10%	15%	-3%	-0.2%
COc1ccccc1CCc1nnc(CCC(=O)NC(C)Cc2cccnc2)o1 (stereo not drawn)	-4%	-12%	0.4%	-15%	-2%	-1%	-0.7%	5%	-8.3%
CCc1ccc(CNC(=O)C2CCC(=O)N2C2CCCCC2)cc1 (stereo not drawn)	-9%	2%	0.9%	2%	-1%	13%	0.3%	4%	-5.0%
COCCNc1nnnc2c1sc1nc(N3CCOCC3)c3c(c12)CC(C)(C)OC3	5%	-4%	1.6%	46%	1%	9%	1.6%	7%	-2.6%
Cc1ccc(C(C)(O)CS(=O)(=O)Cc2ccccc2)cc1 (stereo not drawn)	-6%	-3%	5.5%	31%	1%	5%	-1.5%	4%	·
